Assay outcomes from PubChem.
CTSL1 counter – counter-screen for PFM18AAP inhibitors: inhibitors of F. hepatica cathepsin L1 | recombinant F. hepatica cathepsin L1, Z-Leu-Arg-MCA fluorescence | inhibition, % at 5.96 µM | 0.49% of 300,000 active | AID 1906;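 active = inhibition above the mean of all tested compounds plus 3 SD, set per screening campaign, cut at about 17% in these data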;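 note: 0% = plate median of test compound wells and 100% = 1 µM Z-Phe-Ala-diazomethylketone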
core dimer inh – blocks dimerization of HCV core protein | TR-FRET GST/Flag-core106 dimerization, 1536-well | 0.33% of 300,000 active | inhibition, % at 5 µM | AID 1899;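 active = inhibition above the mean of all tested compounds plus 3 SD, set per screening campaign, cut at about 45% in these data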
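System: GST/Flag-tagged HCV core106 proteins. Incubation: compound-protein-antibody incubation 4 h at 22.5 °C. Technique: HTRF with 340 nm excitation, 617/671 nm emission. Medium: KF-containing HEPES buffer, pH 7.45, DTT, CHAPS, BSA. Read-out: inhibition (%) from 671 over 617 nm ratio. Also added: Eu(K)-anti-GST 90 ng/mL plus XL665-anti-Flag 1 µg/mL.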
GASC-1 inh – inhibitors of human GASC-1 (JMJD2C) demethylase. Q9H3R0. GST-JMJD2C(1-420) H3K9me3 demethylation, DELFIA europium. inhibition, % at 2.35 µM. 0.069% of 330,000 active. AID 2099;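 active = more than half of a compound's replicate wells show inhibition beyond 50%, single wells judged on their own value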;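 note: signal counts dimethyl H3K9 product captured on neutravidin plate; 0% = median of DMSO wells and 100% = 0.3 times that DMSO median; strong numbers were not always called active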
PP5 inh – PP5 (human) phosphatase inhibition; P53041; purified PP5c, OMFP substrate fluorescence; inhibition, % at 6.7 µM; 0.18% of 320,000 active;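 active = inhibition above the campaign's mean inhibition across all tested compounds plus 3 SD, cut at about 9.5% in these data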;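 note: 0% = DMSO only and 100% = 100 µM cantharidin control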
Target sequence (P53041 whole entry, looked up): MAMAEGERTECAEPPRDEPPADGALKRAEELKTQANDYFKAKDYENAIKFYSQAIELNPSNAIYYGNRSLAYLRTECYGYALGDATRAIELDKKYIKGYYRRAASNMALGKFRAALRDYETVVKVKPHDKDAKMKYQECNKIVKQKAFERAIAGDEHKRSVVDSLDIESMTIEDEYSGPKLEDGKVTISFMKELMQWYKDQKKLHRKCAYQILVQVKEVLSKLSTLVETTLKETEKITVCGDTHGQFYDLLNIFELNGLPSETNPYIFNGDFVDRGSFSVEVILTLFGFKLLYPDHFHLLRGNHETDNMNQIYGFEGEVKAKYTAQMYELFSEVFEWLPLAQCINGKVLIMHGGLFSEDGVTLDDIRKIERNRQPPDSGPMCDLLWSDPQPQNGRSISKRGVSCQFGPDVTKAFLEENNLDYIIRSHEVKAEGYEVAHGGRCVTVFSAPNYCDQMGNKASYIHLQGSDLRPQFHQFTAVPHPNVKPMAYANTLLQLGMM
TPT1 inhibitor – blocks Candida albicans tRNA 2'-phosphotransferase | recombinant caTPT1, FP RNA substrate dephosphorylation | inhibition, % at 5 µM | 0.81% of 300,000 active | AID 1962;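 active = inhibition above the mean of all tested compounds plus 3 SD, set per screening campaign, cut at about 24% in these data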;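 note: plate controls were DMSO alone for no effect and ferristatin control at 100 nM for full effect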
CR mimetic SO – caloric restriction mimetics inhibiting age-related superoxide in yeast; S. cerevisiae aged cells, superoxide DHE fluorescence; stronger effect = lower value; superoxide response (% of plate mean), % at 10 µM; 0.18% of 330,000 active;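 active = superoxide response under a set limit, about three screen SD below normal, cut at about 65% in these data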;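 note: yeast aged for seven days with compound at 30 °C before DHE staining; 100% = average MFI of all compound-treated wells on the plate with controls excluded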
ZTA DNA inh – blocks Epstein-Barr virus ZTA, an EBNA-1 counter-screen. P03206. ZTA-DNA binding, fluorescence polarization. inhibition, % at 11 µM. 0.15% of 320,000 active. AID 2234; in the data active = inhibition above about 33%
Target sequence (P03206 whole entry, looked up): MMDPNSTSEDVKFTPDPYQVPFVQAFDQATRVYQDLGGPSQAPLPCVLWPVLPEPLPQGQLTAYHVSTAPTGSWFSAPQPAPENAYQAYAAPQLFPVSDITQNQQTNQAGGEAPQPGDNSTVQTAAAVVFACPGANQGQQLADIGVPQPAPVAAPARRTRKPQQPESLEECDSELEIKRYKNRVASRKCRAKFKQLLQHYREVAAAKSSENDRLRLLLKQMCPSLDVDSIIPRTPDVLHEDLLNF
EBNA-1 inh – blocks EBNA-1 binding to DNA | EBNA-1 DNA binding, fluorescence polarization | inhibition, % at 14.8 µM | 0.34% of 300,000 active; in the data active = inhibition above about 28%
PP1 counter – PP1-alpha (human) inhibition in PP5 counter-screen; inhibition, % at 6.7 µM; AID 2235; 0.9% of 320,000 active; P62136; purified PP1alpha, OMFP fluorescence;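 active = inhibition above the mean inhibition of all tested compounds plus 3 SD, computed separately for each screening campaign, cut at about 15% in these data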
Target sequence (P62136 whole entry, looked up): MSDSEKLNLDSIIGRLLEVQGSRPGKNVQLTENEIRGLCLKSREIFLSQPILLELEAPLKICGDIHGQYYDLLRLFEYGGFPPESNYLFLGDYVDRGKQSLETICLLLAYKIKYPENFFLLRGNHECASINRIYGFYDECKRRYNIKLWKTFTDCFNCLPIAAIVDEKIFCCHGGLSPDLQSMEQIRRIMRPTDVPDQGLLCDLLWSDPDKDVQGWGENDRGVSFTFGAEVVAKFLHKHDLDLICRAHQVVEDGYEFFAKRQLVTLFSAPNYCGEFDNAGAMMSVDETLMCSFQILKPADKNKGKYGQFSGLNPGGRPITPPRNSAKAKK
An asterisk follows results filed as active; x = not tested or not shown.

entry	mol	CTSL1 counter	core dimer inh	GASC-1 inh	PP5 inh	TPT1 inhibitor	CR mimetic SO	ZTA DNA inh	EBNA-1 inh	PP1 counter
1	O=C(CCCn1c(=O)c2ccccc2n(CC(=O)N2CCN(c3ccccc3)CC2)c1=O)NCc1ccco1	1	-2	-9	-6.0	-1	106	-13	-3	0
2	CCOC(=O)C1=C(c2ccccc2)NC(SCC(N)=O)=C(C#N)C1c1cccnc1 (centres undefined)	-2	-3	20	1.1	-1	103	12	-5	4
3	Cc1cccc(C)c1NC(=O)CSc1nnc(Cc2ccccc2)o1	-2	0	49	-0.7	2	97	8	-11	3
4	CCOC(=O)c1ccccc1Nc1cn(C(C)=O)c2ccccc12	4	2	-16	2.3	-2	115	9	-5	-2
5	Cn1c(CNc2ccc(Cl)cc2)nnc1SCCN1CCCCC1	-2	-3	-2	-1.4	-5	95	2	10	-3
6	CC(=O)NN1C(=O)c2ccc(Oc3ccc4c(c3)C(=O)N(NC(C)=O)C4=O)cc2C1=O	-5	-1	-3	-3.0	0	101	2	6	-3
7	Cc1noc(/C=C/Nc2ccc(F)cc2F)c1[N+](=O)[O-]	4	-24	-16	2.0	4	123	3	2	10
8	CN(CC(=O)Nc1cccc(F)c1)C(=O)CCCc1c[nH]c2ccccc12	x	x	-11	3.4	x	119	-12	x	0
9	COCC(=O)Nc1ccccc1Br	4	-12	6	0.4	-3	89	-12	1	-3
10	COc1cccc([C@@H]2Oc3ccc(OC)cc3C(=O)[C@H]2OC(=O)NCc2ccc3c(c2)OCO3)c1	0	12	5	2.9	1	97	-7	0	-4
11	COc1cc(F)c(S(=O)(=O)N2CCOc3ccccc32)cc1OC	-2	-16	3	2.5	-4	81	-7	-6	1
12	CCCc1cc(=O)[nH]c(SCC(=O)N(C)CC(=O)Nc2ccccc2CC)n1	8	-3	0	-2.6	-3	92	6	-8	0
13	Cc1ccc(NC(=O)CSc2nc3ccccc3c(=O)n2CCCN2CCCCC2)cc1Cl	1	-7	-1	1.1	0	109	7	-11	-2
14	O=C(Nc1ccc2c(c1)OCCO2)C1CCN(C(=O)c2ccc(F)cc2)CC1	-2	-2	-21	2.8	0	115	-4	-8	1
15	C=C(C)c1cccc(C(C)(C)NC(=O)NCC2CCCO2)c1 (centres undefined)	-2	-2	-4	3.5	25*	103	7	-14	-10
16	CC(=O)NC(=S)NNC(=O)CCc1ccccc1	-1	1	1	0.5	-3	84	-2	5	-1
17	COc1cccc(NC(=O)CN2C(=O)COc3ccc(S(=O)(=O)N4CCCCCC4)cc32)c1	4	9	24	2.8	-1	100	-16	-9	3
18	CC(C)(C)Sc1ccc(N)nc1	6	4	2	-3.1	-1	94	2	6	0
19	N#CCc1ccc(OC(=O)c2cnccc2C(F)(F)F)cc1	-1	6	5	-0.6	1	105	7	-12	-3
20	COc1ccccc1OCCSc1nc(C)c(Cc2ccccc2)c(=O)[nH]1	4	0	-6	0.6	-4	94	-6	3	-5
21	NCCc1nnc(SCc2ccccc2F)o1	-2	1	-11	1.3	3	86	6	6	-1
22	O=C(Nc1nc2ccsc2c(=O)s1)C1CCC1	1	-3	-1	2.5	0	82	-19	-1	-1
23	CCN(CC)CCn1c(/N=C/c2ccc(OC)c(OC)c2)nc2ccccc21	2	1	3	0.3	-2	102	-3	-14	-2
24	COc1ccc(Cc2nc3ccccc3c(=O)n2N)cc1OC	-1	2	-11	1.8	3	92	-10	1	0
25	N/C(=N\OC(=O)c1ccco1)c1cccnc1	-2	-6	7	1.1	4	92	-10	-18	-4
26	COc1ccc(-n2cnc3c(sc4nc(N5CCOCC5)c5c(c43)CCCC5)c2=O)cc1	-4	2	-3	-1.5	-2	90	1	-6	-2
27	CC1CCCC(C)N1C(=O)COC(=O)c1cc(Br)ccc1Cl (centres undefined)	-1	3	12	1.0	-1	109	9	14	0
28	CCC1CCCCN1CCCNC(=O)c1c(O)nc2ccccn2c1=O (centres undefined)	-3	5	-10	-0.7	-2	128	11	1	0
29	O=C(Cc1c(F)c(F)c(F)c(F)c1F)OC12CC3CC(C1)C(=O)C(C3)C2	5	-6	-5	2.2	-2	81	0	-2	-3
30	COc1ccc(S(=O)(=O)N2CCC(C(=O)NCCCc3ccccc3)CC2)cc1	-2	-4	-11	1.7	0	100	2	-16	1
31	Cc1ccc(NC(=O)CN2C(=O)c3ccccc3C2=O)nc1	-4	-2	-10	2.0	3	103	1	-11	-1
32	COc1ccc(C2C(C(=O)c3ccc(C)o3)=C(O)C(=O)N2CC2CCCO2)cc1OC (centres undefined)	3	2	1	0.8	2	96	5	4	0
33	COc1cc(CNC2CCCC2)cc(OC)c1	2	-6	1	1.4	-4	93	2	3	-1
34	COc1cccc(C(c2sc3nc(C)nn3c2O)N2CCN(c3ccccc3F)CC2)c1 (centres undefined)	2	-7	4	1.4	-2	101	10	1	-2
35	O=C(/C=C/c1ccccc1)NC(=S)Nc1ccc(N2CCOCC2)c(Cl)c1	-2	6	7	2.8	-1	107	-4	-11	0
36	CCc1nnc(NC(=O)CSc2nc(C3CCCCC3)nc3ccccc23)s1	1	11	1	0.2	2	96	9	9	-1
37	Cc1cccc(-c2nc(CN3CCCC(C(=O)NC4CCCC4)C3)c(C)o2)c1 (centres undefined)	2	0	-5	5.1	3	108	4	-4	3
38	Cc1onc(-c2ccccc2)c1C(=O)NCc1ccco1	-2	0	-16	-0.5	-1	88	-2	2	-5
39	CCn1nnnc1SCC(=O)N(C1CCCCC1)C1CCCCC1	-1	5	9	4.4	-1	110	-2	-21	-1
40	COc1ccccc1C(=O)Nc1ccc(OCc2nnc3c4ccccc4c(C)nn23)cc1	0	21	3	4.2	-3	103	-15	-4	6
41	CS(=O)(=O)c1ccc(Cl)c(NC(=O)Cc2ccsc2)c1	-6	-4	4	-3.3	0	72	-19	-2	-3
42	COc1ccc(-c2cc(C(=O)O)[nH]n2)cc1OC	-2	-4	13	0.6	-4	79	-27	0	-2
43	COc1ccc2cc(C(=O)Nc3ccc(O)cc3)sc(=O)c2c1OC	0	1	4	0.7	1	94	12	10	-5
44	COc1ccc(NC(=O)CS(=O)(=O)c2ccccc2)cc1	-4	-7	9	0.5	-1	103	-7	-16	0
45	CC(=O)N1CCOc2ccc(S(=O)(=O)N3CCC(C(=O)Nc4cc(C)ccc4C)CC3)cc21	2	2	-6	0.5	3	109	16	-2	-1
46	CC(=O)Nc1ccc(NC(=O)COC(=O)c2ccccc2C(=O)c2ccccc2)cc1	x	x	-3	0.0	x	105	2	x	-2
47	O=Cc1ccc(O)c(O)c1	-1	-10	-8	0.5	-4	99	-1	-2	-1
48	O=C1C2CCCN2C(c2ccco2)N1c1ccc(F)cc1 (centres undefined)	-8	2	31	-1.7	-2	98	4	11	0
49	CCCC(=O)NCCc1nc2ccccc2n1C	-2	2	-18	-0.3	-3	96	3	1	-6
50	CC1CCCN(S(=O)(=O)c2ccc(NC(=O)Cc3ccc(S(=O)(=O)N4CCOCC4)s3)cc2)C1 (centres undefined)	1	10	-7	2.3	1	101	11	-6	0
51	Cc1ccc(/C=C(/C#N)C(=O)NC(C)c2ccccc2)o1 (centres undefined)	2	6	0	-2.0	9	92	10	12	-3
52	O=C1OCc2cc(NC(=O)C3CCCO3)ccc21 (centres undefined)	4	-11	-4	-1.6	-1	104	-10	11	0
53	CCOC(=O)N1CCC(NC(=O)c2ccc3c(c2)N(CC)CCS3)CC1	3	-8	10	-1.6	-5	104	8	0	-2
54	COc1ccccc1/C=N/NC(=O)c1ccccc1NS(=O)(=O)c1ccc(C)cc1	10	14	3	3.5	-2	111	14	8	-4
55	Cc1noc(-c2ccc(C(F)(F)F)cc2)c1NC(=O)Nc1ccc(Cl)cc1	2	-5	-13	1.6	-1	106	0	0	-3
56	OCCCc1nc2n(n1)C(c1cccs1)C=C(c1ccccc1)N2 (centres undefined)	7	0	3	-8.6	-49	101	11	12	-4
57	O=C(O)c1ccc(C(=O)c2ccc3c(c2)C(=O)N(CCO)C3=O)cc1	-4	2	-12	1.3	-1	79	-5	-15	4
58	CCOC(=O)C1=C(C)NC(=O)NC1c1ccc(OC(C)C(=O)O)c(OC)c1 (centres undefined)	-1	-3	6	-0.9	-5	90	-4	1	-5
59	O=C1c2ccc([N+](=O)[O-])cc2NC(c2ccco2)N1/N=C/c1ccco1 (centres undefined)	3	6	4	-0.6	4	107	-11	0	-4
60	COc1ccc(CCNC(=O)NC(C(F)(F)F)C(F)(F)F)cc1OC	-2	-6	-3	2.5	-2	100	7	-2	-1

Exported with one line to a screen: entries from further up
10: COc1cccc([C@@H]2Oc3ccc(OC)cc3C(=O)[C@H]2OC(=O)NCc2ccc3c(c2)OCO3)c1
41: CS(=O)(=O)c1ccc(Cl)c(NC(=O)Cc2ccsc2)c1
40: COc1ccccc1C(=O)Nc1ccc(OCc2nnc3c4ccccc4c(C)nn23)cc1

| Screen / compound no. | 10 | 41 | 40 |
| --- | --- | --- | --- |
| CTSL1 counter | 0 | -6 | 0 |
| core dimer inh | 12 | -4 | 21 |
| GASC-1 inh | 5 | 4 | 3 |
| PP5 inh | 2.9 | -3.3 | 4.2 |
| TPT1 inhibitor | 1 | 0 | -3 |
| CR mimetic SO | 97 | 72 | 103 |
| ZTA DNA inh | -7 | -19 | -15 |
| EBNA-1 inh | 0 | -2 | -4 |
| PP1 counter | -4 | -3 | 6 |

The results go on.
entry	mol	CTSL1 counter	core dimer inh	GASC-1 inh	PP5 inh	TPT1 inhibitor	CR mimetic SO	ZTA DNA inh	EBNA-1 inh	PP1 counter
61	Cn1c(CNc2ccccc2)nc2ccccc21	-13	-4	8	1.9	3	98	3	-13	-1
62	Cc1cccc(N2CCN(Cc3ccc([N+](=O)[O-])o3)CC2)c1C	1	-2	3	3.2	1	98	-4	4	-1
63	C/C(=N/NS(=O)(=O)c1ccc(Cl)cc1)c1cccc(NC(=O)c2ccc(Cl)cc2Cl)c1	-1	28	-16	5.7	-2	113	-1	-14	-1
64	CCN(CC)S(=O)(=O)c1cc(NS(=O)(=O)c2cccc(Cl)c2Cl)ccc1C	3	8	2	0.1	-3	85	-20	11	5
65	OCC[C@H]1C[C@@H](O)[C@H](O)[C@]2(CCCCO2)O1	-3	-8	1	0.2	-1	96	-17	-7	1
66	CCCCn1cnc2cc(C)c(C)cc21	-1	10	-15	2.1	-3	122	6	4	-1
67	O=C(O)c1ccc(CNS(=O)(=O)c2ccc3ccccc3c2)cc1	2	0	15	1.8	3	119	6	-1	-3
68	CCCCCc1cc(=O)oc2c(C(CCN3CCCCC3)c3ccc(OC)cc3)c(OC)cc(OC)c12 (centres undefined)	2	-1	-5	2.2	2	98	-3	-10	6
69	Cc1cc(C)nc(SCc2ccc(C(=O)NN=C3C4CC5CC(C4)CC3C5)cc2)n1	-4	2	1	0.4	-1	92	-11	2	4
70	N#Cc1ccsc1NC(=O)C1CCCN1S(=O)(=O)c1cccs1 (centres undefined)	3	-2	-3	-2.3	3	98	11	6	-6
71	COc1ccccc1NC(=O)c1ccc(C)s1	-2	1	0	-1.7	-2	108	7	-1	-4
72	C/C(=N\N=C(/N)SC1CC(=O)N(c2ccc(Cl)cc2)C1=O)c1cccs1 (centres undefined)	1	8	1	6.5	1	101	3	13	-1
73	O=C(Nc1nncs1)C1CC(=O)N(CCc2ccc(F)cc2)C1 (centres undefined)	-5	-17	0	0.8	0	102	-3	11	-1
74	COc1cccc(-c2cc(C(=O)N3CCN(C(=O)c4ccco4)CC3)on2)c1	3	-4	1	-0.7	-1	110	-9	1	0
75	CC(C)CCn1c(CN2CCN(Cc3ccccc3)CC2)nc2c1c(=O)n(C)c(=O)n2C	-1	-6	-2	7.0	-4	96	17	16	-1
76	COc1ccc(S(=O)(=O)N2CCOC2CNC(=O)C(=O)NCc2ccco2)cc1 (centres undefined)	-1	1	-3	-0.8	0	90	2	2	0
